Compound activity (PubChem BioAssay)
PGC1a acetyl inh – inhibitors of PGC1a acetylation signal, primary screen, cell-based, U2OS, AlphaScreen, inhibitor mode; 350,000 tested, 0.17% active; AID 651687, 2012; AlphaScreen anti-acetyl-lysine; with virally co-expressed GCN5 acetyltransferase; inhibition, % at 15.6 µM;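 active = every replicate shows inhibition of at least 40%; inconclusive = mean inhibition at least 40% but some replicate below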;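 also: 0% = neutral control wells and 100% = positive control wells; some results beyond the cut were filed as inactive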
GSIS activator – GLuc luminescence reporter in INS-1E cells, primary screen for activators of glucose-dependent secretion of insulin. INS-1E GLuc reporter insulin secretion, 2-3 h. activation, % at 16.6 µM. 370,000 tested, 0.61% active;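 active = lowest replicate activation of at least 40%, so every replicate reaches that level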;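 also: 0% = median of neutral control wells and 100% = median of IBMX positive control wells; some compounds called inactive have numbers as strong as hits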
PAX8 reporter – inhibitors of PAX8-driven TPO luciferase reporter, primary screen, RMG-I cells, single concentration | SteadyGlo, 24 h | inhibition, % at 12.6 µM | 360,000 tested, 1.2% active;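 active = mean replicate inhibition at least 60% with every replicate also reaching 60%; inconclusive = only one of the two criteria is met; inactive = mean below 60% and not all replicates reaching 60%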;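 also: luciferase light reporting Pax8 driven TPO promoter activity; plate controls were median of neutral control wells for no effect and mitoxantrone controls for full effect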
C2C12 statin – suppressors of statin myotoxicity in C2C12 myotubes, primary screen, cell-based, single point, plate reader; C2C12 myotubes + simvastatin, ATP luminescence, 48 h; scaled: DMSO 0, geranylgeraniol control 100; rescue of ATP level, % at 7.49 µM; 330,000 tested, 0.78% active; AID 602340, 2012;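 active = mean ATP rescue above about 67%, or every replicate alone reaching that limit, limit read from the data, passing the limit was not always enough; inconclusive = no clear call, values can overlap the other calls; inactive = mean under the limit and some replicate under it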;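 also: myotubes were challenged with 10 µM simvastatin during compound exposure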
LGR2 inh – inhibitors of bursicon-induced LGR2 CRE-luciferase signal, primary screen, cell-based, HEK293, CRE-luciferase reporter, bursicon stimulation; Drosophila bursicon receptor LGR2 (rickets); bursicon-stimulated, 4 h; 380,000 tested, 0.35% active; inhibition, % at 9.99 µM;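 active = drop in luminescence signal, shown as inhibition above about 50% in the replicate tests, limit read from the data, passing the limit was not always enough; inconclusive = probably only some replicates passing the limit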;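 also: agonist challenge used bursicon conditioned medium at about half maximal strength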
PglD DTNB – C. jejuni PglD acetyltransferase inhibitors, primary screen, biochemical, DTNB colorimetric, single point; inhibition, % at 12.5 µM; AID 602405, 2012; UDP-N-acetylbacillosamine N-acetyltransferase PglD (Campylobacter jejuni); purified PglD enzyme, DTNB colorimetric CoA detection; 360,000 tested, 0.098% active; in the data active = inhibition above about 16%, passing the limit was not always enough; inconclusive = no clear call, values can overlap the other calls; also: strong numbers were not always called active
ARNT TACC3 PPI – disruptors of ARNT/TACC3 protein interaction, primary screen, biochemical, AlphaScreen, single concentration; AlphaScreen His-ARNT PAS-B/GST-TACC3 binding, luminescence; TACC3 fragment carries E629A point mutation; inhibition, % at 9.99 µM; 390,000 tested, 0.66% active; AID 623870, 2012;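 active = mean inhibition of replicates at least 50% and at least half of replicates each reaching 50%; inconclusive = half or more replicates reach 50% but mean below 50%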;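 also: 0% = complete ARNT plus TACC3 wells and 100% = ARNT alone without TACC3; many hits fall short of the cut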
Cneo AK release – Cryptococcus neoformans cell lysis inducers, primary screen, AK release luminescence, single concentration; 360,000 tested, 0.2% active; lysis activity, % at 15 µM; C. neoformans lysis, adenylate kinase release luminescence, 4 h; normalised: neutral wells 0, clomiphene wells 100;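 active = mean lysis activity across replicates of at least 80%, whatever share of replicates individually reach that level; inactive = mean lysis activity below 80%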
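Material: C. neoformans cells; Schedule: 4 h static compound exposure, 37 °C, read 1 h post-reagent; Measured by: adenylate kinase release luminescence; Read-out: signal increase indicating cell lysis; Controls: Clomiphene as positive lysis control.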
* = called active by the depositor; ? = inconclusive; . = not tested or not shown; & = joins results of further samples.

SMILES	GSIS activator	PAX8 reporter	Cneo AK release	PglD DTNB	ARNT TACC3 PPI	PGC1a acetyl inh	LGR2 inh	C2C12 statin
C=CCN(C(=O)CNC(=O)c1ccco1)C(C(=O)NC1CCCCC1)c1ccc(OC)cc1OC (stereo unspecified)	.	9	0	3	-9	1	.	.
O=C(CC[C@H]1O[C@@H](n2cnc3c(NC(=O)c4ccccc4)ncnc32)[C@H](O)[C@@H]1O)NCc1cccc2ccccc12	-13	-3	1	0	.	-14	-4	-5
Cc1csc(NC(=O)CCNS(=O)(=O)c2ccc3c(c2)c(=O)n(C)c(=O)n3C)n1	4	.	0	-2	-14	-7	.	-5
CCOc1ccc(C(=O)N/N=C/c2cc([N+](=O)[O-])cs2)cc1	10	7	.	.	33	-2	18	.
CNC(C)C#Cc1ccc2c(=O)c3cc(C)c(C)cc3oc2c1 (stereo unspecified)	.	-146	-8	0	1	.	.	3
CCCNC(=O)C[C@H]1C[C@H]2c3cc(NC(=O)Nc4ccc(F)cc4)ccc3O[C@H]2[C@@H](CO)O1	-4&22	2	.	.	.	-29	14	2
N#C[C@H]1[C@@H](c2ccc(C#CC3CCCC3)cc2)[C@H](CO)N1S(=O)(=O)c1ccccc1	-3	25	2	1	10	0	-7	-31
O=c1cc(CSc2ccc([N+](=O)[O-])cc2)nc2sccn12	-7	-2	9	3	-9	-25	.	-8
COc1ccc(S(=O)(=O)N(CCN2CCOCC2)Cc2cc(OC)ccc2OC)cc1	.	.	1	8	-10	11	.	.
O=C(Nc1ccccc1)N1N=C(c2cccs2)CC1c1cccs1 (stereo unspecified)	15	-13	.	.	3	.	-8	.
CC(=O)Nc1nc(C)c(CCCOc2ccc([N+](=O)[O-])cc2)c(=O)[nH]1	0	-8	0	1	3	.	-12	0
COC(=O)c1c(C)cc(O)c(C)c1O	5	.	-1	5	15	1	-10	11
O=C(CSc1nc(=O)n(CCCN2CCOCC2)c2c1CCC2)Nc1ccc(F)cc1	14	12	0	8	-3	.	2	2
CSCCC(NS(=O)(=O)c1ccc2c(c1)Cc1cc(S(=O)(=O)NC(CCSC)C(=O)O)ccc1-2)C(=O)O (stereo unspecified)	.	12	-6	8	6	6	6	4
COc1cc(NC(=O)/C=C/c2ccccc2)c(C(=O)O)cc1OC	-8	1	2	2	.	5	-3	-8
Cc1ccc(NC(=O)CCNC(=O)c2ccco2)cc1F	-2	-12	-1	-1	-9	-5	-9	-5
CSc1nc(N)nc2c1ncn2CC(=O)N[C@H](C)c1cccc2ccccc12	.	0	4	0	0	16	-16	-2
COc1ccc2c3c([nH]c2c1)[C@H](CO)N(C(=O)NC(C)C)CC31CCN(Cc2ccc(F)cc2)CC1	-7	10	.	.	.	6	2	.
CCN(C[C@H]1N[C@@](Cc2ccccc2)(C(=O)OC)[C@H]2C(=O)N(Cc3ccccc3)C(=O)[C@@H]12)S(=O)(=O)c1ccc(C(C)(C)C)cc1	0	-4	-2	4	-2	8	1	-3
CCCNC(=O)C(CC)NS(=O)(=O)c1ccc(OC)cc1 (stereo unspecified)	.	.	-4	2	-5	2	.	4
COc1ccc(S(=O)(=O)N(C)C[C@@H]2OCCCC[C@@H](C)Oc3ccc(NC(=O)c4ccccc4)cc3C(=O)N([C@H](C)CO)C[C@@H]2C)cc1	-1	-21	-4	1	8	6	5	.
CCC(=O)N(CC)C[C@H]1[C@H](c2ccc(-c3ccccc3)cc2)[C@@H](CO)N1C(C)=O	2	4	2	1	-7	0	-1	17
CC1CN(Cc2cc(=O)oc3cc(O)c(Cl)cc23)CC(C)O1 (stereo unspecified)	-12	-13	6	-1	-30	7	-9	10
COc1ccc(C#Cc2ccc([C@@H]3[C@@H](CO)N4CCCCN(C(=O)Nc5cccc(F)c5)C[C@@H]34)cc2)cc1	11	0	5	3	4	-1	-5	32
O=C(Nc1ccc(C(F)(F)F)cc1)N[C@@H]1CC[C@@H](CCNC(=O)c2ccccc2F)O[C@@H]1CO	0	12	-3	0	-13	-6	17	21
COc1ccc(S(=O)(=O)n2ccc(-c3ccc4c(c3)CCC(C)(C)O4)n2)cc1	0	-43	0	0	.	-24	-15	.
CC(=O)N1[C@@H]2c3ccc(-c4ccc(F)cc4)c(=O)n3C[C@@H]2[C@@H](CO)[C@@H]1C(=O)NC1CCC1	-8	.	46	-1	15	.	-7	-10
COc1cc(CN2CC3(CCN(S(=O)(=O)c4cn(C)cn4)CC3)c3c(n(C)c4cc(OC)ccc34)[C@H]2CO)cc(OC)c1	24	-8	.	.	.	4	-8	.
C[C@@H]1CN([C@H](C)CO)C(=O)c2cc(-c3cccnc3)cnc2O[C@H]1CN(C)C(=O)C1CCCCC1	4	.	.	.	.	-2	19	-12
Cc1ccc(SC2=C(Sc3ccc(C)cc3)C(=O)c3ccccc3C2=O)cc1	-3	13	-10	-2	-1	7	-91	5
COc1cccc(NC(=O)Nc2nnc(N3C(C)CCCC3C)s2)c1 (stereo unspecified)	15	-49	4	1	-9	0	-21	5
Cc1c(NC(=O)Nc2ccc(C(C)C)cc2)c(=O)n(-c2ccccc2)n1C	-1	-152	-2	8	.	.	-8	6
Cc1ccc(C(=O)Nc2cccc(C(F)(F)F)c2)cc1NC(=O)c1ccno1	-40&-36	19&10	0&22	5&9	-2	0	9&-2	-16&-49
CCOC(=O)Cc1nnc(NC(=O)CSc2nc3ccccc3[nH]2)s1	12	2	.	.	-1	1	-14	.
CN(C)C(=O)C[C@H]1CC[C@@H]2[C@H](COC[C@H](O)CN2S(=O)(=O)c2ccccc2)O1	10	.	2	0	-1	8	5	-1
O=C(N1CCCC1)C12CC3CC(CC(Cl)(C3)C1)C2	17	11	0	1	-6	-3	17	5

2 records drawn at random from the list so far:
SMILES	GSIS activator	PAX8 reporter	Cneo AK release	PglD DTNB	ARNT TACC3 PPI	PGC1a acetyl inh	LGR2 inh	C2C12 statin
COc1ccc(S(=O)(=O)N(CCN2CCOCC2)Cc2cc(OC)ccc2OC)cc1	.	.	1	8	-10	11	.	.
N#C[C@H]1[C@@H](c2ccc(C#CC3CCCC3)cc2)[C@H](CO)N1S(=O)(=O)c1ccccc1	-3	25	2	1	10	0	-7	-31

(next part)
SMILES	GSIS activator	PAX8 reporter	Cneo AK release	PglD DTNB	ARNT TACC3 PPI	PGC1a acetyl inh	LGR2 inh	C2C12 statin
COCCN(CCOC)S(=O)(=O)c1ccc(C(=O)NCCCN2CCOCC2)cc1	-4	.	0	-1	3	.	-6	-3
CN1CCN(CCCNC(=O)Nc2cccc3ccccc23)CC1	.	.	3	-11	0	3	.	38
COc1ccc(-c2cnc3c(c2)C(=O)N([C@H](C)CO)C[C@@H](C)[C@@H](CN(C)C(=O)C2CC2)O3)cc1	11	.	.	.	.	-11	-4	24
CC(C)(C)N(Cc1ccccc1)C(=O)COC(=O)C1CC(=O)N(Cc2ccccc2)C1 (stereo unspecified)	-35	-18	0	-2	-6	0	-18	-1
COc1cccc(C(=O)Nc2ccc3c(c2)C(=O)N(C)[C@H]2CC[C@@H](CC(=O)NCc4ccccc4F)O[C@@H]2CO3)c1	-5	-5	.	.	.	1	5	14
COc1ccc(-n2c(SCC(=O)Nc3nccs3)nc3c(c2=O)SC(C)C3)cc1 (stereo unspecified)	2	23	-1	7	2	2	29	22
Cc1cccc(NC(=O)NNC(=O)CCc2ccccc2)c1	-7	-2	8	-3	-7	-1	-14	4
CCS(=O)(=O)NCC[C@H]1CC[C@H](NS(=O)(=O)c2cccc(F)c2)[C@H](CO)O1	2	-8	110*	-1	-14	13	-14	-4
Nc1nc(NCCc2ccccc2)nc(NCCO)c1[N+](=O)[O-]	35	4	1	3	-2	-20	14	21
N#Cc1ccc(CN2CCN(c3ccc(S(=O)(=O)N4CCCC4)cn3)CC2)cc1	3	8	-2	1	-7	0	-5	-6
Cc1ccc(C2Nc3cccc4cccc(c34)N2)s1	-7	22	-3	-2	-5	2	2	-3
COc1cccc(/C=N/Nc2c(Cl)cncc2Cl)c1O	19	-129	-3	-10	3	-9	-43	-2
C[C@@H]1CCCCO[C@H](CN(C)CC2CCCCC2)[C@H](C)CN([C@H](C)CO)C(=O)c2cc(NC(=O)Nc3ccccc3)ccc2O1	18	?	3	-1	8	-2	11	.
CN1C(=O)c2cc(NC(=O)c3cccs3)ccc2OC[C@@H]2O[C@@H](CC(=O)NCC3CC3)CC[C@@H]21	4	-20	-2	2	6	-5	10	9
CN(c1cccc(NC(=O)COc2ccc(Cl)cc2Cl)c1)S(C)(=O)=O	.	-173	-3	4	-3	-19	.	24
Cc1cccc(N(CC(=O)NCCSCc2ccccc2)S(C)(=O)=O)c1	-5	15	1	-6	-3	.	.	10
Cc1ccc(S(=O)(=O)Nc2ccc3c(c2)C(=O)N([C@H](C)CO)C[C@H](C)[C@H](CN(C)C(=O)Cc2ccccc2)OCCCC[C@@H](C)O3)cc1	-8	-36	49	1	-3	12	-19	.
COc1cc(CN2CCN(CCCc3ccccc3)C(CCO)C2)cc(OC)c1O (stereo unspecified)	-1	-1	-2	6	0	-7	-1	-2
CCCNC(=O)N1C[C@@H](C)[C@@H](OC)CN(C)C(=O)c2cc(NS(=O)(=O)CC(F)(F)F)ccc2OC[C@H]1C	-3	7	-4	-3	15	8	13	2
CC=Cc1ccc2n(c1=O)C[C@H]1[C@H](CO)[C@@H](C(=O)NCc3cccc(F)c3)[C@@H]2N1S(C)(=O)=O (mixture of isomers)	-7	.	0	-3	-5	.	-3	7
CO[C@@H]1CN(C)C(=O)c2ccc(NC(=O)C3CCC3)cc2OC[C@H](C)N(C)C[C@@H]1C	-7	7	-2	3	-14	.	1	-4

This is a random part of the collection; 2.9% or so of the library scored in one or more.
